Screens deposited in PubChem BioAssay by several laboratories.
ABHD4 inh = inhibitors of mouse ABHD4; purified mABHD4, FP-Rh probe fluorescence polarization; 370,000 compounds, 0.54% hits; inhibition, % at 8.92 µM;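 active = inhibition exceeding the mean over every tested compound plus 3 SD, cut at about 30% in these data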;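 also: 0% = plate median of compound wells and 100% = S159A mutant with DMSO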
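Assay system: Wild-type mouse ABHD4 protein | Medium: HEPES pH 7.0 buffer, 150 mM NaCl, 0.01% Pluronic F-127 | Incubation: Enzyme–compound pre-incubation 45 min, then probe 60 min, both 25 °C | Technique: Fluorescence polarization with parallel and perpendicular emission, 525/598 nm | Evaluation: % inhibition of FP-Rh probe binding versus controls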
HTRA1 inhibitor = blocks human HTRA1 serine peptidase; Q92743; recombinant HTRA1, FP-rhodamine activity-based probe, fluorescence polarization; inhibition, % at 5.96 µM; 340,000 compounds, 0.5% hits; in the data active = inhibition above about 36%;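 also: 0% = enzyme with DMSO and 100% = wells lacking enzyme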
Target sequence (Q92743 whole entry, looked up): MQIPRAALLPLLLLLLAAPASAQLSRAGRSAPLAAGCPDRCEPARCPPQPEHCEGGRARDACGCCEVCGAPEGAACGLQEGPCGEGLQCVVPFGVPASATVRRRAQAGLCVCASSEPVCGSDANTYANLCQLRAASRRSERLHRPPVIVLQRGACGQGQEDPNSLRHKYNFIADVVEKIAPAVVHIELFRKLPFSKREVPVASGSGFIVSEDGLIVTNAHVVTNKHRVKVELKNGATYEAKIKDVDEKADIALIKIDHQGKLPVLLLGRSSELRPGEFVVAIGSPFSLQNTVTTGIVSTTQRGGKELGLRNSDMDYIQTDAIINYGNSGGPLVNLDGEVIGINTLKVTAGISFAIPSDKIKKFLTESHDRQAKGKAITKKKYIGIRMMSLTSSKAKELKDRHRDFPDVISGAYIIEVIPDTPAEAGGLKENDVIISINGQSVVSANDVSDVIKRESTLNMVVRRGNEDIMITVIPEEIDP
TDP2 inh = blocks human TDP2 phosphodiesterase activity | O95551 | recombinant TDP2, T5PNP hydrolysis, p-nitrophenol absorbance 415 nm | inhibition, % at 12.8 µM | 370,000 compounds, 0.34% hits | AID 720702;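 active = inhibition above the mean of all tested compounds plus 3 SD, set per campaign, cut at about 25% in these data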;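 also: 0% = DMSO with enzyme and 100% = buffer with substrate but no TDP2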
Target sequence (O95551 whole entry, looked up): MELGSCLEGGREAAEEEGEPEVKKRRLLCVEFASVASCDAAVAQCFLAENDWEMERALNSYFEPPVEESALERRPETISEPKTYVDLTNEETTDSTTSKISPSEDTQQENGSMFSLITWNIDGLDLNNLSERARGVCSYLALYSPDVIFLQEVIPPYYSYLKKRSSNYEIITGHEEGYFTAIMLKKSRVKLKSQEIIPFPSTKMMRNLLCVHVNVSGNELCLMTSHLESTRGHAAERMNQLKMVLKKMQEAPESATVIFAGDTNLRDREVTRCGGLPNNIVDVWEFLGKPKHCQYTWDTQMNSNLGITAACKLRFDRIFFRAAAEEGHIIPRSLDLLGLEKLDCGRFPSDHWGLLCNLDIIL
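System – recombinant human TDP2 · Amount – 120 nM TDP2 per well · Buffer or medium – Mg2+-containing Tris-HCl buffer, pH 7.5 · Reagent – T5PNP substrate, 5 mM · Dosing – 12.8 µM single point, 1% DMSO · Incubation – 2 h at 37 °C · Measured by – epi absorbance · Read-out basis – percent inhibition · Benchmarks – high control without enzyme, low control DMSO plus TDP2 · Repeats – singlicate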
rCAG RNA binder = binds r(CAG) RNA repeats; r(CAG) RNA repeat, TO-PRO-1 dye displacement fluorescence; inhibition, % at 3 µM; 370,000 compounds, 1.3% hits; AID 651821;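 active = inhibition above the plate cutoff, the mean of all test compounds on that plate plus 3 SD, cut at about 35% in these data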;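 also: 0% = DMSO alone and 100% = 100 µM mitoxantrone as full dye displacement; higher means more dye released from RNA so lower well fluorescence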
PG9 Ab binder = binds the HIV-1 gp120 antibody PG9; 360,000 compounds, 0.43% hits; AID 624416; TR-FRET gp120-PG9 antibody binding; inhibition, % at 6.7 µM; in the data active = inhibition above about 8.5%
TCR CD3 inh = inhibitors of human TCR-CD3 interaction. TAMRA-labeled TCR probe fluorescence, biochemical. inhibition, % at 9.4 µM. 360,000 compounds, 0.37% hits; in the data active = inhibition above about 19%;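 also: recombinant mutant TCR 2C K166C tagged with TAMRA read by polarization; 0% = receptor in buffer alone and 100% = receptor with positive control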
PRMT1 FP inh = blocks human protein arginine methyltransferase 1; Q99873; AID 652257; inhibition, % at 2.79 µM; 370,000 compounds, 1.3% hits; recombinant PRMT1, activity-based probe fluorescence polarization;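 active = inhibition above about 21% made by adding two undisclosed values, limit read from the data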
Rev-erbA mod = modulators of human Rev-erb alpha DNA binding; P20393; Rev-erbα–FITC-DNA binding, fluorescence polarization, 90 min; activity, % at 10 µM; 370,000 compounds, 0.79% hits; AID 1259318;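 active = activity above about 14%, limit read from the data; passing the limit was not always enough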;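 also: 0% = DMSO wells with 35 nM protein and 100% = DMSO wells with 750 nM protein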
LEDGF integ inh = blocks HIV-1 LEDGF/p75-dependent DNA integration. inhibition, % at 3.7 µM. TR-FRET IN-LEDGF/p75 DNA integration, Eu/Cy5. 370,000 compounds, 0.64% hits;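 active = inhibition above the screen-wide mean plus 3 SD, cut at about 13% in these data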;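 also: signal is the Cy5 over europium emission ratio at 671 and 618 nm; 0% = plate median of compound wells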
SIAE primary = human SIAE inhibition, primary screen; Q9HAT2; SIAE FP-Rh probe binding, fluorescence polarization; inhibition, % at 9.66 µM; 370,000 compounds, 0.69% hits; AID 1053197;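 active = inhibition above a cutoff: mean of compounds within the control limits plus 3 SD of those, cut at about 17% in these data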;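 also: 0% = plate median of compound wells and 100% = probe without SIAE protein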
Active calls of the source: *; . = no result given. Some of the compounds tested; the hit share may differ from the screen's.

Screens in order: TCR CD3 inh	HTRA1 inhibitor	TDP2 inh	SIAE primary	PRMT1 FP inh	PG9 Ab binder	LEDGF integ inh	ABHD4 inh	Rev-erbA mod	rCAG RNA binder
> COc1ccccc1CNC(=O)CN1C(=O)NC2(CCOc3ccccc32)C1=O (stereo unspecified)
    -1	6	-12	-6	0	-0.4	0	2	-4	-4
> COc1ccc(S(=O)(=O)N2CCCC(C(=O)N3CCN(c4ccccc4)CC3)C2)cc1Cl (stereo unspecified)
    -5	-5	-1	1	-4	-3.5	2	4	4	-2
> O=C(COC(=O)CNC(=O)c1ccccc1)NCCNC(=O)COC(=O)CNC(=O)c1ccccc1
    -8	5	-15	-1	-3	-3.8	2	-1	0	1
> O=[N+]([O-])c1ccc(CN2CC(N3CCCC3)CS2(=O)=O)cc1 (stereo unspecified)
    7	-3	8	-1	-6	1.1	-4	-4	2	3
> O=C(CSc1nc2ccccc2c(=O)n1C1CC1)NCc1ccccc1
    -4	2	-10	1	-4	-1.7	2	-9	-1	-1
> COc1ccc(NS(=O)(=O)c2cc(C)ccc2C)cc1
    -2	4	-2	5	-4	-2.2	3	-3	0	0
> CNC(=O)NC(=O)C(OC(=O)c1cccc(S(=O)(=O)N2CCCCC2)c1)c1ccccc1 (stereo unspecified)
    -5	8	-3	-2	1	-1.1	-3	13	-5	-1
> O=C(Nc1ccc(Cl)cc1)c1ccc2ncsc2c1
    -4	-10	5	-2	4	1.1	1	-10	1	7
> CCCNC(=O)c1ccc2c(=O)n(Cc3ccco3)c(=S)[nH]c2c1
    -1	18	5	-19	0	-1.3	2	10	-4	7
> CC(O)CNc1nc2ccccc2n1CC(=O)NC12CC3CC(CC(C3)C1)C2 (stereo unspecified)
    -10	-2	-12	-1	5	1.8	3	-2	2	-5
> CCN(CC)c1ccc(NC(=O)c2cnccn2)cc1S(=O)(=O)Nc1ccc(OC)cc1
    10	-31	2	-4	-2	-0.5	1	-5	-3	10
> Cc1ccc(S(=O)(=O)N2[C@@H](c3ccc(F)cc3)C(C(=O)O)=CC[C@H]2c2ccc(C(C)C)cc2)cc1
    0	-86	-14	-14	4	2.0	3	-40	-5	82*
> C/C(CCC12CC3CC(CC(C3)C1)C2)=N\NC(N)=S
    -3	2	6	2	0	-0.3	-2	-10	5	-1
> COc1ccc(C(=O)C2CCCN(C(=O)CCc3ccccn3)C2)c(C)c1 (stereo unspecified)
    5	9	-10	-6	-2	-0.1	-2	1	-1	-5
> Cn1nc(N)nc1N1CCN(c2ccc(F)cc2)CC1
    5	-3	0	-2	-1	-0.1	-3	4	-2	-1
> CN(Cc1nc(-c2ccc(Cl)cc2)no1)C(=O)c1ccco1
    -5	-3	0	4	5	-0.5	-2	2	4	0
> O=C(O)c1cccc(NS(=O)(=O)c2ccc(Cl)c(C(=O)Nc3cccc([N+](=O)[O-])c3)c2)c1
    -5	-6	-5	-1	4	1.7	-1	16	-9	22
> NNC(=O)c1cc2c(ccc3ccccc32)o1
    6	6	12	16	5	-2.0	3	9	5	5
> O=C(Cn1nnc(-c2ccccc2NC(=O)c2ccccc2F)n1)NC1CCCC1
    -3	13	-3	-1	1	12*	-2	-1	23*	2
> Cc1ccc([C@H]2C[C@@H](n3cc(-c4ccc(F)cc4)nn3)[C@H](O)CN2C(=O)c2cccs2)cc1
    2	-20	3	-10	-5	-0.3	-1	-13	1	3
> O=C(c1ccc(F)cc1Cl)N1CCN(CCc2ccccc2)CC1
    0	5	9	-4	-1	-3.5	2	4	3	-7
> O=C(O)c1cc(S(=O)(=O)N2CCOCC2)c(Sc2ccccn2)cc1Sc1ccccn1
    4	-3	-8	-2	-1	-0.7	-3	1	7	8
> O=C(Nc1nnc(-c2ccco2)o1)c1cccc(Cl)c1
    4	8	-4	-2	4	0.5	-9	9	2	1
> O=C(O)/C=C\C(=O)Nc1ccc(N2CCN(c3cccc(Cl)c3)CC2)cc1
    21*	52*	-3	26*	6	2.5	-2	42*	-1	19
> Cn1c(=N)n(CC(O)c2ccccc2)c2ccccc21 (stereo unspecified)
    -3	7	-6	12	0	-2.0	-2	-2	3	3
> CCC(CO)Nc1ncnc2c1cnn2-c1ccc(Cl)cc1 (stereo unspecified)
    -8	-9	-3	-9	4	-1.4	-4	-5	5	1
> CC1(C)C2CCC1(C)C(SC(=N)N)C2 (stereo unspecified)
    10	12	-3	7	0	-0.6	-1	3	10	8
> Cc1nc(C(=O)N(C)C)nn1-c1ccc(Cl)cc1Cl
    9	8	7	0	0	-0.9	-2	6	-1	-2
> Cc1ccc2nc(C)cc(N/N=C/c3ccc(F)cc3)c2c1
    1	1	2	12	-3	-1.9	-2	8	-3	-3
> COc1ccc(N=C2C(=O)Nc3ccccc32)cc1
    7	9	-7	3	-3	-0.3	-2	2	0	-2
> CC(=O)Nc1c([N+](=O)[O-])cc2c3c(cccc13)CC2
    -10	.	-12	-5	6	-1.8	-1	1	-2	3
> c1ccc(NCn2cncn2)nc1
    4	-1	7	-1	0	1.1	-1	10	2	2
> Cc1ccc2c(C)c(C(=O)Nc3ccc(S(=O)(=O)Nc4onc(C)c4C)cc3)oc2c1
    7	-20	-7	-9	0	-2.3	3	-10	1	79*
> N#Cc1ccc(-c2cn3c(n2)SCC3)cc1
    5	1	-7	0	2	-1.2	-3	2	-1	3
> CS(=O)(=O)c1ccc(Cl)c(NC(=O)COC(=O)c2cccc(C#N)c2)c1
    -6	8	-4	1	3	1.4	-3	0	-7	1
> COc1ccc(Cc2c(O)nc(SCC(C)C)[nH]c2=O)cc1
    -2	-3	-1	-9	4	0.3	0	0	0	-2
> C[C@@H]1CC=C[C@H]2[C@H]1C(=O)N(Cc1ccccc1)[C@H]2c1ccc2ccccc2c1
    2	-38	-14	-8	-2	-1.3	-1	3	1	8
> CCCc1cc(C(=O)N/N=C/c2ccc(C)o2)c2ccccc2n1
    -1	-8	-13	-6	0	-1.3	-3	-3	1	2
> C/C(=N\NC(=O)c1ccccc1Cl)c1ccccn1
    -6	2	10	-3	6	-0.5	8	2	5	-2
> O=C(CN1C(=O)COc2ccccc21)c1ccc(Cl)cc1
    3	-1	-7	1	0	0.3	-1	-4	-4	1
> COC(=O)c1cnc(Nc2nc(C(N)Cc3ccccc3)cs2)nc1C(F)(F)F (stereo unspecified)
    0	.	2	3	2	0.5	3	10	-1	20
> O=C(OCC(=O)N1CCCC1)c1ccc(S(=O)(=O)Nc2ccccc2)cc1
    -6	-1	-3	2	5	0.8	-5	-1	-3	-2
> CCOC(=O)c1cc(C#N)c(SCc2cccc3ccccc23)nc1C
    0	1	6	-3	1	-0.1	2	6	7	1
> COc1ccc(C(C)=O)cc1CC(=O)Nc1cccc(S(=O)(=O)N2CCOCC2)c1
    -3	-6	7	-7	5	0.4	-2	4	2	14
> COC(=O)CON1C(=O)c2ccccc2C1=O
    2	0	5	-4	-2	-1.8	-3	-7	-1	0
> O=C(COC(=O)c1cc(-c2cccs2)nn1-c1ccccc1)Nc1cc([N+](=O)[O-])ccc1Cl
    -2	5	9	0	-3	0.7	-4	0	8	-1
> COc1ccc(C)cc1NC(=O)C(C)N(c1ccc(C)cc1)S(C)(=O)=O (stereo unspecified)
    0	11	0	3	-2	-0.1	-4	2	-1	-3
> Cc1ccc(S(=O)(=O)N2CCN(C)CC2c2ccccc2)cc1 (stereo unspecified)
    0	8	10	0	5	-0.5	-6	-4	-2	-1
> Cn1c(=O)oc2cc(S(=O)(=O)NCCC(=O)NCc3ccc(F)cc3)ccc21
    6	2	4	2	-2	-1.2	0	-1	7	1
> O=C(CSc1nnc(-c2cccnc2)n1-c1ccccc1)Nc1ccc(OCc2ccccc2)cc1
    .	.	4	-5	-2	.	-1	-4	-1	6
> COc1ccccc1CNC(=O)COC(=O)Cn1cnc2ccccc21
    4	-6	-10	-2	0	-0.8	6	-6	1	0
> CC1CC(NC(=O)CCn2c(=O)oc3ccccc32)CC(C)(C)C1 (stereo unspecified)
    4	-1	12	-1	-4	0.0	1	-3	0	-1
> COC(=O)c1ccc2[nH]c3c(c2c1)CC(C)CC3 (stereo unspecified)
    0	0	5	2	-1	1.8	0	7	-6	1
> CN1C2C=C(N(CCc3ccccc3)C(=O)c3ccc(Cl)cc3)CC1CC2 (stereo unspecified)
    -7	7	-3	2	2	3.4	-2	4	2	-6
> COC(=O)[C@@]12C[C@@H](CC(=O)NCC34CC5CC(CC(C5)C3)C4)C(=O)N(Cc3ccc4c(c3)OCO4)C1=CCC(C)(C)C2
    -1	.	-2	-3	0	-1.5	-7	-5	-2	12
> CCCc1nnc(NC(=O)CCC(=O)Nc2ccc(F)cc2)s1
    -4	-5	1	1	-1	-0.2	2	-3	-5	-4
> CCSc1nnc(N2C(=O)c3ccc(C(=O)c4ccc(C(=O)O)cc4)cc3C2=O)s1
    5	5	5	1	0	-2.4	4	0	1	6
> O=C(CNC(=O)c1ccc2c(c1)OCO2)Nc1ncccc1O
    9	-4	21	5	1	-4.4	2	0	8	0
> CC(CCc1ccccc1)NC(=O)CSc1nccc(=O)[nH]1 (stereo unspecified)
    3	-5	14	1	3	0.8	0	3	0	1
> O=C(COc1ccc(S(=O)(=O)NC2CCCCC2)cc1)N1CCN(c2ccc(F)cc2)CC1
    -2	-6	-2	5	-2	-0.1	-3	0	1	2

More entries.
Screens in order: TCR CD3 inh	HTRA1 inhibitor	TDP2 inh	SIAE primary	PRMT1 FP inh	PG9 Ab binder	LEDGF integ inh	ABHD4 inh	Rev-erbA mod	rCAG RNA binder
> O=C(CN(C(=O)CCC(=O)Nc1nccs1)C1CCCC1)NCc1ccc2c(c1)OCO2
    6	-1	3	11	0	-1.8	1	-1	-2	-7
> CCOc1ccccc1N1C(=O)CC(Sc2nccc(C)n2)C1=O (stereo unspecified)
    0	-1	-6	-4	14	-2.2	-1	-9	-6	1
> CC12CCC(=O)N1C(C(=O)NCc1ccc(Cl)cc1Cl)CS2 (stereo unspecified)
    6	-3	7	-3	-4	2.1	1	2	3	1
> COc1ccc2sc(-c3ccccc3OC)c(-c3ccc(OC)nc3)c2c1
    -2	-15	-6	-5	0	-0.1	2	-8	0	6
> N#CC1=C(N)Oc2n[nH]c(-c3ccccc3)c2C12C(=O)Nc1ccccc12 (stereo unspecified)
    -5	-2	-6	0	5	1.5	-5	-10	2	-5

3 entries from above, ordered by molecular weight, smallest number first:
Screens in order: TCR CD3 inh	HTRA1 inhibitor	TDP2 inh	SIAE primary	PRMT1 FP inh	PG9 Ab binder	LEDGF integ inh	ABHD4 inh	Rev-erbA mod	rCAG RNA binder
> O=C(CNC(=O)c1ccc2c(c1)OCO2)Nc1ncccc1O
    9	-4	21	5	1	-4.4	2	0	8	0
> CS(=O)(=O)c1ccc(Cl)c(NC(=O)COC(=O)c2cccc(C#N)c2)c1
    -6	8	-4	1	3	1.4	-3	0	-7	1
> Cc1ccc(S(=O)(=O)N2[C@@H](c3ccc(F)cc3)C(C(=O)O)=CC[C@H]2c2ccc(C(C)C)cc2)cc1
    0	-86	-14	-14	4	2.0	3	-40	-5	82*
